# Source: PubChem BioAssay
# HCMV inh: qHTS Assay for inhibitors of the human cytomegalovirus (HCMV); hit rate 4.5% among 410,000; HFF cells, HCMV-luciferase reporter, 72 h; stronger effect = lower value; AID 1259415, 2018; activity change, negative = inhibition, % at 57.5 µM; in the data active = activity change below about -60%; inconclusive = no clear call, values can overlap the other calls; inactive = above about -39%
#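 Luciferase read-out from HCMV-luciferase-infected HFFs (MOI 1 PFU/cell) 72 h post infection at 37C; compounds added after 16 h cell attachment; activity normalized between buffer-only basal and Salinomycin (10uM) inhibitor controls.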
# AmpC detergent: qHTS Inhibitors of AmpC Beta-Lactamase (assay with detergent). P00811. AmpC hydrolysis of nitrocefin, absorbance 480 nm, 0.01% Triton. Potency, µM (highest dose often 114 µM), for inactives: top-dose activity change, negative = inhibition, most hits filed as inhibitors. hit rate 0.041% among 370,000. AID 485294, 2010;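 note: potency is the fitted concentration of half-maximal effect; 0% = no-compound wells and -100% = no-enzyme wells; nearly all actives have a fitted effect of over 25% in size; some results filed as inactive show a strong effect at the top dose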
# Target sequence (P00811 whole entry, looked up): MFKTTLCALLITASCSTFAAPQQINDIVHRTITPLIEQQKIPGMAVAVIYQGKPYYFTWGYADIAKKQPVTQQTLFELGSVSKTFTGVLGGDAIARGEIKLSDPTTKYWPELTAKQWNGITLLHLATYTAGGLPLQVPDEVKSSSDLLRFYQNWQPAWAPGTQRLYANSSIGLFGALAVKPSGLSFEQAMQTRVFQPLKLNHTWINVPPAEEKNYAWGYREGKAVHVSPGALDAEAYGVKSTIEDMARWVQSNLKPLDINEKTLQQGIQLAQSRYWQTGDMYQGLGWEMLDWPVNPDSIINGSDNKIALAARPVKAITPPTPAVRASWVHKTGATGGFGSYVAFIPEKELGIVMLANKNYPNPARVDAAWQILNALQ
#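 20 mM phosphate pH 7.0 + 0.01% (detergent screen) or 0.0001% Triton X-100; 5.3 nM AmpC reagent; cpd preinc 15 min RT; nitrocefin (800 uM stock) to start; A480 q20 s × 4 min; Activity was normalised to no-enzyme and no-compound control wells.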
# AmpC no deterg: qHTS Inhibitors of AmpC Beta-Lactamase (assay without detergent); P00811; AmpC nitrocefin hydrolysis, absorbance 480 nm, 0.0001% Triton; Potency, µM (top dose mostly 57.1 µM), for the others: at the top dose activity change, negative = inhibition, most hits filed as inhibitors; hit rate 0.52% among 330,000; AID 485341, 2010;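 note: potency is the fitted concentration of half-maximal effect; plate controls were no compound for no effect and no enzyme for full effect; nearly all actives have a fitted effect of over 20% in size; some results filed as inactive show a strong effect at the top dose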
#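 20 mM phosphate pH 7.0 + 0.01% (detergent screen) or 0.0001% Triton X-100; 5.3 nM AmpC reagent; cpd preinc 15 min RT; nitrocefin (800 uM stock) to start; A480 q20 s × 4 min; Activity was normalised to no-enzyme and no-compound control wells.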
# AMA1-RON2 inh: qHTS for Inhibitors of AMA1-RON; Towards Development of Antimalarial Drug Lead: Primary Screen | AlphaScreen AMA1-biotinylated RON2 peptide binding | hit rate 0.2% among 360,000 | Plasmodium falciparum AMA1 (3D7) - RON2 peptide interaction | Potency, µM (doses to about 58.2 µM), for inactives: at the top dose activity change, negative = inhibition, actives largely listed as inhibitors | AID 720542, 2013;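 note: potency is the fitted concentration of half-maximal effect; 0% = vehicle wells and -100% = peptide control; nearly all actives have a fitted effect of over 45% in size; some results filed as inactive show a strong effect at the top dose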
#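 AMA1 (3D7) with his tag at 25 nM final met compounds first, then biotinylated RON2 peptide at 25 nM; detection used donor plus acceptor beads, 10 µg/mL apiece, read by AlphaScreen after 30 min at room temperature.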
# Sm TGR inh: qHTS Assay for the Inhibitors of Schistosoma Mansoni Peroxiredoxins; Schistosoma mansoni thioredoxin glutathione reductase (TGR), Q962Y6; purified TGR, DTNB reduction, TNB absorbance 405 nm; Potency, µM (titrated, usually from 114 µM), inactives show at the top dose activity change, negative = inhibition, hits mostly inhibitors; hit rate 3% among 360,000; AID 485364, 2010; note: potency is the fitted concentration of half-maximal effect; nearly all actives have a fitted effect of over 60% in size
#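 Kinetic colorimetric format: TGR-catalysed, NADPH-driven DTNB reduction monitored via TNB absorbance. Enzyme dispensed at 20 nM; compound exposure 15 min at room temperature before reaction start.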
# Giardia FBPA inh: qHTS Assay for Inhibitors of Fructose-1,6-bisphosphate Aldolase from Giardia Lamblia; A8B2U2; Potency, µM (doses to about 59.6 µM), for the others: at the top dose activity, negative = inhibition, actives largely listed as inhibitors; hit rate 0.71% among 290,000; purified Giardia FBPA; note: potency is the fitted concentration of half-maximal effect; nearly all actives have a fitted effect of over 55% in size
# Target sequence (A8B2U2 whole entry, looked up): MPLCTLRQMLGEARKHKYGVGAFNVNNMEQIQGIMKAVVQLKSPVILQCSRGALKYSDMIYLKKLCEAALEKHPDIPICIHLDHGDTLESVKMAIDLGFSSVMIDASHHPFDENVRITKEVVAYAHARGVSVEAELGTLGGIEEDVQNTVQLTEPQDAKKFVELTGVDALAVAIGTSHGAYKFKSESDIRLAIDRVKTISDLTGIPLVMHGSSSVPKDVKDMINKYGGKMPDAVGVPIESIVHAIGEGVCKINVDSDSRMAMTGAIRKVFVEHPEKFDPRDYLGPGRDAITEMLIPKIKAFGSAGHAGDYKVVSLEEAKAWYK
#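 40 nM FBPA preincubated 10 min at RT with compound (up to 57.5 uM final), then substrate plus GAPDH/TPI/NAD/arsenate coupling and diaphorase/resazurin added. Fluorescence read after 20 min at RT, 525/598 nm.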
# Starred values were filed as active, the others as inactive; u = inconclusive; x = not tested or not shown; & = joins results of further samples; [ ] = another dose, or the depositor's remark. Unless noted, calls come from the whole dose curve; as a rule, active = well fitted curve in the direction sought with a large enough effect; inconclusive = small, poorly fitted or top-dose-only effect, or another doubt; inactive = no such curve, though single readings can be large; an effect the other way counts as inactive or inconclusive. Unless noted, % is set by controls: 0 for no effect and ±100 for the full control effect.
SMILES,HCMV inh,AmpC detergent,AmpC no deterg,AMA1-RON2 inh,Sm TGR inh,Giardia FBPA inh
Cn1cc(CNCc2ccccc2OCC(O)CN2CCc3ccccc3C2)cn1 (centres undefined),-40,-6%,10%,1%,-23%,-2%
Cc1ccccc1C(=O)NC1CCCN(Cc2ccccc2F)C1 (centres undefined),51,-19%,-3%,8%,-11%,0%
Cc1ccc(S(=O)(=O)N(C)N=O)cc1,-16,-13%,-15%,11%,u,x
Cc1ccc(N2CC(C(=O)Nc3nccs3)CC2=O)cc1Cl (centres undefined),-91*,0%,-21%,-15%,2%,6%
CN(Cc1ccccc1)C(=O)C1CCN(S(=O)(=O)Cc2ccccc2)CC1,8,23%,x,x,-8%,x
Cc1ccc(NC(=O)C2CCCN(S(=O)(=O)c3c(C)noc3C)C2)c(C)c1 (centres undefined),0,-2%,-2%,-11%,-1%,5%
Fc1ccccc1Cn1c(-c2ccccc2)nc2ccccc21,-61*,17%,x,x,4%,x
CSc1ccc(C(=O)C2CCCN(Cc3ccc(N4CCNC4=O)cc3)C2)cc1 (centres undefined),0,5%,-3%,-10%,28%,1%
Cc1ccc(S(=O)(=O)Oc2ccccc2/C=N/Nc2ccc(C(=O)O)cc2)cc1,8,6%,-56%,-25%,3%,1%
Nc1cc(S(=O)(=O)Nc2ccc(Br)cc2)ccc1Cl,-35,-7%,-39%,4%,-10%,-4%
COc1cccc(NC(=S)N2CCC(c3ccc(C)cc3)C2)c1 (centres undefined),53,-5%,-34%,4%,5%,8%
O=C(NCc1ccc(OC(F)(F)F)cc1)c1cccc2c1C(=O)c1ccc(N3CCCCC3)cc1S2(=O)=O,-3,x,1%,-1%,x,x
Cn1c(C(C)(O)C(O)c2ccccc2)nc2ccccc21 (centres undefined),x,3%,-8%,x,-1%,-8%
COc1ccc(C(=O)c2c(N)c(-c3nc(-c4ccc(OC)cc4)cs3)c3ccccn23)cc1,24,23%,x,x,6%,x
COc1ccccc1-n1c(=O)c(C#N)c(-c2ccc([N+](=O)[O-])cc2)c2cc(C(=O)c3cc(F)ccc3O)cnc21,u,0%,-4%,0%,8%,-11%
CC1CC(C)(C)N(C(=O)CN2C(=O)c3ccccc3C2=O)c2ccccc21 (centres undefined),u,u,29%,4%,-5%,-7%
O=C1C=C(c2cccs2)CC(c2cccs2)C1n1cnc([N+](=O)[O-])c1 (centres undefined),8,-2%,-58%,-1%,-1%,6%
CCOC(=O)N1CCN(Cc2nc3cc(NC(=O)CC(C)C)ccc3n2C)CC1,34,-9%,16%,4%,4%,-8%
Cc1cc(C)cc(NC(=S)N2CCN(Cc3ccccc3)CC2)c1,u,-3%,46%,-26%,-3%,3%
Cc1ccc(CNCc2cc(Cl)ccc2O)cc1,-24,-6%,-35%,26%,-10%,x
CCCc1nnc(NC(=O)CN2C(=O)c3ccccc3S2(=O)=O)s1,12,u,-22%,77%[activator],-5%,2%
Cc1ccc(NC(=O)Nc2ncnc3nc[nH]c23)cc1,95,1%,-7%,1%,8%,0%
Cn1cc(CC(=O)NCCCN2CCCC2=O)c2ccccc21,14,u,-4%,8%,-6%,-6%
COc1ccc(-c2cc(=O)c3cc(OC)ccc3[nH]2)cc1,x,u,-7%,-8%,-1%,0%
Cc1ccc(OCC(=O)NCCNC(=O)c2cnccn2)cc1C,15,-11%,-13%,3%,-6%,-2%
CSCCC(NC(=O)COc1ccccc1)C(=O)OC(C)C(=O)Nc1ccccc1C (centres undefined),-22,0%,24%,3%,1%,x
CN1COc2ccc3ccccc3c2C1,-37,3%,-14%,66%[activator],4µM*,-10%
CC(C)OCCCN1CN(S(=O)(=O)c2ccccc2)c2nc3ccccc3nc21,187,u,37%,5%,-16%,15%
CC(=O)C1=C(C)N(Cc2ccccc2)C(=O)N[C@H]1CCc1ccccc1,-93*,-10%,1%,-3%,-23%,2%&0%
COC(=O)Nc1ccc2c(c1)N(C(=O)CCN(C)C)c1ccccc1CC2,-38,3%,11%,4%,-5%,-11%
COC(=O)c1cn(C(=O)c2cccc3ccccc23)c2ccccc12,u,-4%,-17%,-3%,3%,-3%
CSc1ccc(S(=O)(=O)NCCOc2ccccc2C)cc1,-24,1%,-9%,-14%,7%,0%
COc1cccc(-c2c(C(=O)N/N=C/c3ccoc3)nnn2-c2nonc2N)c1,17,2%,-44%,40%[activator],-16%,3%
CC1CCCCC12NC(=O)N(CC(=O)OCC(=O)NCc1ccc(F)cc1)C2=O (centres undefined),28,7%,1%,15%,3%,x
Cc1cc(C(=O)COC(=O)c2ccc(O)cc2)c(C)n1CC1COc2ccccc2O1 (centres undefined),u,-20%,-39%,-9%,3%,1%
NC(=O)C(=O)N/N=C/c1cccc(C(F)(F)F)c1,-4,1%,-15%,3%,0%,2%
Cn1c(=NCC(O)COc2ccccc2)sc2ccccc21 (centres undefined),10,-10%,43%,-12%,0%,0%
CC1COC(Cn2c3ccccc3c3ccccc32)O1 (centres undefined),-23,2%,31%,-13%,12%,-10%
COc1ccc(CCC(N)=O)cc1OC,20,2%,-10%,-4%,-7%,4%
COc1cccc(CNC(=O)Cc2csc3nc(-c4ccccc4)cn23)c1,-7,1%,x,x,2%,x

# Single records, as listed above. Screens in order: HCMV inh, AmpC detergent, AmpC no deterg, AMA1-RON2 inh, Sm TGR inh, Giardia FBPA inh
# Profile of COc1ccc(-c2cc(=O)c3cc(OC)ccc3[nH]2)cc1 : x, u, -7%, -8%, -1%, 0%
# Profile of Cc1ccc(OCC(=O)NCCNC(=O)c2cnccn2)cc1C : 15, -11%, -13%, 3%, -6%, -2%
# Profile of COc1cccc(CNC(=O)Cc2csc3nc(-c4ccccc4)cn23)c1 : -7, 1%, x, x, 2%, x

# Reformatted: results already given
Structure	HCMV inh	AmpC detergent	AmpC no deterg	AMA1-RON2 inh	Sm TGR inh	Giardia FBPA inh
CC1COC(Cn2c3ccccc3c3ccccc32)O1 (centres undefined)	-23	2%	31%	-13%	12%	-10%
COc1ccc(-c2cc(=O)c3cc(OC)ccc3[nH]2)cc1	x	u	-7%	-8%	-1%	0%

# The list goes on.
SMILES,HCMV inh,AmpC detergent,AmpC no deterg,AMA1-RON2 inh,Sm TGR inh,Giardia FBPA inh
COc1cccc(OC)c1C(=O)Nc1ccc(N2CCN(C(=O)c3cccs3)CC2)cc1,143,2%,36%,-8%,-2%,5%
Cn1cc(S(=O)(=O)N2CCCC2)cc1C(=O)Nc1ccc(F)cc1F,u,-3%,x,x,0%,x
CN1CCN(CC(O)Cn2c3ccccc3c3ccccc32)CC1 (centres undefined),-30,-8%,20%,-2%,-9%,u
Cc1cc(SCC#N)n2nc(C)c(-c3ccc(Cl)cc3)c2n1,u,6%,-9%,-3%,6%,0%
O=C(c1cc(Cl)ccc1O)N1CCN(S(=O)(=O)Cc2ccccc2)CC1,u,x,-13%,-1%,x,x
CCc1c(C)sc2c1CCN(C(=O)Nc1cc(C)ccc1OC)C2c1ccc(F)cc1 (centres undefined),-10,21%,x,x,8%,x
Cc1ccc(NS(=O)(=O)c2ccc3c(c2)oc(=O)n3C)cc1,-63*,-16%,-17%,2%,-7%,8%
CC(C)n1ncc2c(C(=O)NCc3ccccc3CN(C)C)cc(C3CC3)nc21,0,-20%,66%[activator],-4%,-1%,x
COc1ccc(C(=O)NC(=S)Nc2ccc(Cl)cn2)cc1OC,-32,-8%,38%,33%[activator],x,-11%
CCn1c(SCC(=O)NCCc2ccccc2)nnc1-c1cccs1,-14,-8%,-3%,-5%,6%,1%
COc1cccc(NC(=O)N2CCN(C(=O)C(Cc3ccc(OC)c(OC)c3)NC(C)=O)CC2)c1 (centres undefined),x,u,-10%,-8%,-34%,-3%
CC12CCC(=O)N1C(C(=O)NCCN1C(=O)S/C(=C\c3ccccc3F)C1=O)CS2 (centres undefined),-22,-6%,81%[activator],-9%,4%,x
O=C(CC(Nc1cccc(Cl)c1Cl)C(=O)O)c1ccccc1 (centres undefined),4,5%,-18%,4%,x,11%
CC(=O)OCCc1[nH]c2ccccc2c1C,-14,-9%,-11%,9%,u,0%
Cc1ccnc(NS(=O)(=O)c2ccc(NS(=O)(=O)c3cccs3)cc2)n1,1,-1%,-17%,-3%,3%,-2%
COc1ccc(C(=O)NNC(=O)C(=O)/C=C(\O)c2ccc(C)cc2)cc1,-6,-5%,-45%,45%[activator],-13%,4%
COc1ccc(CCN2C(=O)c3cccc4c(C(=O)N5CCCCC5)ccc(c34)C2=O)cc1OC,-65*,u,0%,5%,-1%,3%
COc1ccccc1-n1c(/C=C/c2c(C)n(C)c3ccccc23)nc2ccccc2c1=O,-85*,-3%,x,x,0%,x
O=C(COc1ccc2ccccc2c1)NC1CC(=O)N(c2cccc(F)c2)C1 (centres undefined),21,2%,x,x,2%,x
Cc1cc2nc3c(=O)n(C)c(=O)n(C)c3nc2cc1N=CN(C)C,2,-5%,x,x,-10%,x
CC(=O)NC1CCN(CC(=O)Nc2cccc([N+](=O)[O-])c2)CC1,u,-13%,-7%[11.4 µM],4%,-17%,5%
CCOC(=O)c1cnn(-c2cc(C)nc3c(-c4ccccc4)c(C)nn23)c1N,-40,-13%,-23%,0%,0%,0%
CCOc1ccc(NC(=S)Nc2ccc(OC)cc2)cc1,-38,-3%,-6%,-9%,x,-4%
COc1ccc(Br)cc1C(=O)Nc1ccc(NC(=O)c2ccco2)cc1,x,-9%,5%,12%,-9%,-9%
COc1ccc(-c2[nH]ncc2CN2CCCOc3c(cccc3OC)C2)c(OC)c1,-12,6%,-19%,-4%,2%,-1%
COc1ccccc1NC(=S)N(Cc1ccco1)Cc1cc2cc(C)ccc2[nH]c1=O,-61*,-12%,-16%,14%,-5%,1%
C/C(=N\NC(=O)c1nnn(-c2nonc2N)c1-c1ccc2c(c1)OCO2)c1cccs1,u,3%,-36%,19%,-7%,x
CC(=O)c1c(C)[nH]c2ccccc2c1=O,4,2%,-18%,-15%,2%,7%
CCc1nnc(NC(=O)C2CSC3(C)CCC(=O)N23)s1 (centres undefined),27,0%,-2%,-19%,-7%,x
CCCC12CN3CC(C)(CN(C1)C3c1ccc(OC(C)C)cc1)C2=O (centres undefined),-1,u,-8%,-10%,0%,1%
CCOC(=O)c1cc(OC(=O)c2ccccc2)n(-c2ccccc2)n1,-1,-16%,-21%,-2%,-4%,1%
Cc1ccsc1/C=C1\SC(=S)N(CC2CCCO2)C1=O (centres undefined),u,-4%,-16%,-21%,x,4%
